From PubChem
UTI89 phage lysis – protection from phage-mediated lysis, alamar blue read-out – E. coli UTI89, K1F phage, bacterial capsule biogenesis inhibitors (AID 488966) | 340,000 tested, 0.02% active | E. coli UTI89 K1F phage lysis, alamar blue, 2 h; higher % means a stronger effect | one-dose inhibition, % at 100 µM; IC50 in µM for titrated hits;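 active = phage lysis inhibition, versus mean bacterial control, above a set limit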;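 note: capsule biogenesis inhibitors block K1F phage lysis so surviving cells raise fluorescence; higher fluorescence means more inhibition of phage lysis; actives were called in the ten point dose series up to 300 µM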
Active calls of the source: *; [ ] = dose if it differs, or a comment. Only part of the results is shown, so the mix of outcomes need not match the whole.

SMILES | UTI89 phage lysis
Cc1ccc(S(=O)(=O)Nc2nnc(C(C)(C)C)s2)cc1 | -0.1%
Cc1ccc(-c2nnc(Nc3ccc(O)cc3)c3ccccc23)cc1S(=O)(=O)NCCO | 1.4%
CCOCCCN(C(=O)c1snc(C(N)=O)c1N)C(C(=O)NC1CCCC1)c1ccc(O)c(OC)c1 (stereo not given) | 0.0%
COc1cccc(CN(CC(=O)NC2CCCC2)C(=O)c2csnn2)c1 | 0.2%
CC(=O)Oc1ccc2nc(-c3ccc(Br)o3)oc(=O)c2c1 | -0.8%
Cc1cc(N2C(=O)c3ccc(C(=O)Nc4ccc(O)cc4C(=O)O)cc3C2=O)no1 | 1.2%[50 µM]
CCC(=O)c1ccc(OCC(=O)OCC(=O)Nc2cccc(S(=O)(=O)N3CCCC3)c2)cc1 | 0.0%[50 µM]
CCOC(=O)c1ccc(N=Nc2c(C)[nH]n(-c3ccccc3)c2=O)cc1 | 0.9%
COc1ccc(C(=O)OCC(=O)Nc2ccc(OC)c(S(=O)(=O)N3CCCCC3)c2)cc1[N+](=O)[O-] | 0.4%[50 µM]
O=C(CSc1ncccn1)NC(=O)Cc1ccccc1 | 0.5%[50 µM]
CCOC(=O)/C=C/c1ccc2c(c1)S(=O)(=O)N(c1cccc(OC)c1)[C@H]2CC(=O)OCC | 1.4%
COc1cccc(/C=C/C(=O)OCC(=O)NC2CCCCCCC2)c1 | 3.5%
O=C(CNC(=O)c1ccccc1)N=Nc1c(O)[nH]c2ccc(Br)cc12 | -1.1%
O=C(Nc1ccc(NC(=O)c2ccc(Cl)c(S(=O)(=O)N3CCOCC3)c2)cc1)c1ccccc1 | 0.0%[50 µM]
O=[N+]([O-])c1ccc(N(CC(O)CN2CCCCC2)S(=O)(=O)c2ccccc2)cc1 (stereo not given) | 0.6%
O=C1NCC(=O)N2C(c3ccccc3)c3[nH]c4ccccc4c3C[C@@H]12 (stereo not given in full) | 0.3%
Cc1c(C(=O)O)sc2nc(/C=C/c3ccccc3OC(F)F)[nH]c(=O)c12 | 0.4%
COc1ccc(NC(=O)[C@H](C)NC(=O)C2CCN(S(=O)(=O)c3ccc(OC)cc3)CC2)cc1 | 0.3%
CCCCn1c(N)c(N(CCOC)C(=O)c2ccc(S(=O)(=O)N3CCCCCC3)cc2)c(=O)[nH]c1=O | 0.9%[50 µM]
COc1ccc(N2CCN(C(=O)CCCn3c(=O)c4cccn4c4cccnc43)CC2)cc1 | -0.1%
CC(=O)c1cccc(OCC(=O)N(C)CC(=O)NCc2ccco2)c1 | -0.1%[50 µM]
COc1ccc(-c2coc3cc4oc(=O)c(CC(=O)O)c(C)c4cc23)cc1 | 0.1%
COc1ccc(N2CCN(C(=O)CNC(=O)Cc3ccc(Cl)cc3)CC2)cc1 | -0.5%[50 µM]
O=C1Cc2cc(S(=O)(=O)NCc3ccc(F)cc3)ccc2N1 | 2.5%
CCOC(=O)[C@@H](C)N(Cc1ccc(OC)cc1)S(=O)(=O)N(Cc1ccccc1)[C@H](C(=O)OC)C(C)C | -0.4%
Cc1cc(=O)oc2cc3oc(=O)cc(C)c3cc12 | 0.2%
CCOc1ccc(OCCOCCN2CCCC2)cc1 | -0.4%
C=CCc1ccc(OCC(O)CN2CCc3ccccc3C2)c(OC)c1 (stereo not given) | 0.3%
CC1(C)C2CCC1(CS(=O)(=O)N1CCN(c3ccc(F)cc3)CC1)C(=O)C2 (stereo not given) | 0.1%
O=C(O)CCCn1cc(NC(=O)COc2ccccc2)cn1 | 1.5%[50 µM]
Cc1ccn2c(=O)nc(SCC(=O)N3CCC(C)CC3)nc2c1 | 0.7%[50 µM]
COC(=O)c1ccc(CNC(=O)CCc2c[nH]c3ccccc23)cc1 | 0.0%
CCc1ccc(CN2CCSCC2)cc1 | 0.1%
CCOC(=O)C1=C(COC(=O)c2cc(S(=O)(=O)N3CCOCC3)ccc2F)NC(=O)NC1C (stereo not given) | 1.0%[50 µM]
CCCn1c(=O)c(C(=O)NC(C)c2ccccc2)c(O)c2ccccc21 (stereo not given) | 0.3%
COc1ccc([C@@H]2[C@@H]3C(=O)N(C(C)(C)C)C(=O)[C@@H]3[C@]3(Cc4ccc(Cl)cc4)C(=O)N(c4cccc(F)c4)C(=O)N23)cc1 | 1.2%
COc1ccc(/C=C(/NC(=O)c2ccccc2)C(=O)N2CCCCC2)cc1OC | 0.1%
COc1ccc(CSCC(=O)Nc2ccccc2)cc1[N+](=O)[O-] | 0.1%
CN(C(=O)CSc1nc(-c2cccs2)nc2ccccc12)C1CCS(=O)(=O)C1 (stereo not given) | 0.9%
CC1CCN(C(=O)CCc2nnc3ccc(NCc4ccco4)nn23)CC1 | 0.1%
CC(C)(C)c1ccc(C(=O)NCC(=O)N2CCC3(CC2)NCCc2[nH]cnc23)cc1 | 0.5%
O=C(NNC(=O)c1cc(-c2ccncc2)nc2ccccc12)c1ccccc1O | 11%[50 µM]
COc1cc(CNCCO)ccc1OCCc1ccccc1 | 0.0%
COC(=O)c1cc(-c2ccc(OC)cc2F)nc2nc(SC)[nH]c(=O)c12 | 0.2%
CC(C)=CCOc1ccc([C@@H]2COc3c(ccc4c3C=CC(C)(C)O4)C2)c(O)c1 | -0.1%
COC(=O)[C@H](CCSC)NC(=O)Cn1cnc2c(OCc3ccccc3)ncnc21 | 0.4%
Cc1cc(C(=O)N2CCCC(N3CCN(c4cccc(C(F)(F)F)c4)CC3)C2)no1 (stereo not given) | 0.6%
O=C(c1ccoc1)N1CCCC(N2CCN(c3cccc(C(F)(F)F)c3)CC2)C1 (stereo not given) | 1.5%
Cc1cccc(N(C(=O)c2snc(C(N)=O)c2N)C(C(=O)NCc2ccccc2)c2ccncc2)c1 (stereo not given) | 0.0%
CC1=C/C(=C(/c2cc(C)c(O)c(Br)c2)c2ccccc2S(=O)(=O)O)C=C(Br)C1=O | -1.2%
CCC(C)(CCNC(=O)Cc1ccccc1)c1ccccc1OC (stereo not given) | 0.1%
CC(C(=O)NC1CCCC1)N1CCN(S(=O)(=O)c2ccccc2Cl)CC1 (stereo not given) | 0.0%[50 µM]
Cc1cccc(C)c1OCc1cc(C(=O)NCc2ccc(Cl)s2)no1 | 0.5%
Cc1ccc(Nc2nc3ccccc3n3cnnc23)cc1Cl | 0.2%
Nc1cc2c(cc1Cl)N(Cc1ccccc1)C(=O)CO2 | 0.2%[50 µM]
Cc1ccccc1CNC(=O)C1CCCN(c2cnccn2)C1 (stereo not given) | 0.1%
Cc1sc2nc(SCC(=O)N3CCOCC3)[nH]c(=O)c2c1-c1ccccc1 | 1.3%
Cc1ccc(C(=O)NCC(=O)NNC(=O)CN(C)S(=O)(=O)c2ccc(Cl)cc2)s1 | 0.8%[50 µM]
COc1ccc(NC2CCCN(C(=O)c3cccnc3SC)C2)cc1OC (stereo not given) | 0.1%
COc1ccc(OC)c(S(=O)(=O)NCc2cc(-c3ccccc3)no2)c1 | -0.1%

(listing goes on)
SMILES | UTI89 phage lysis
Cc1cc(C(=O)Nc2ccc(C)c(C)c2)n(-c2ccccc2)n1 | 0.0%
O=C(Oc1ccc(/C=N/NC(=O)c2ccco2)cc1)c1ccccc1 | 0.4%[50 µM]
Cc1ccc(S(=O)(=O)NCC(=O)NC2CC2)cc1 | 0.8%[50 µM]
COc1ccc(N2CCN(CCCNC(=O)C(=O)c3c[nH]c4ccccc34)CC2)cc1 | -0.1%
CC(=O)CC(=O)NC1CCc2ccccc21 (stereo not given) | 2.0%
CCc1ccc(NC(=O)COC(=O)CCC2CCCC2)cc1 | 0.5%[50 µM]
O=C(c1ccc2[nH]c(=O)c(=O)[nH]c2c1)N1CCN(Cc2ccccc2)CC1 | -0.1%
CC12CCC(=O)N1C(C(=O)Nc1nnc(SCc3ccccc3F)s1)CS2 (stereo not given) | -0.1%
Cc1cccc(NC(=O)Cn2c(=O)oc3ccccc32)n1 | -0.2%
COCC(=O)N[C@@H]1c2cc(OC)c(OC)cc2C[C@H]1OCc1ccccc1 | 0.1%
CC(C)CN(C(=O)c1cc(=O)[nH]c2ccccc12)c1c(N)n(Cc2ccccc2)c(=O)[nH]c1=O | 1.0%[50 µM]
Cc1c(C(=O)N2CCCCC2)oc2ccc(Br)cc12 | 2.1%[50 µM]
Cc1nn2c(=O)cc(CSc3ccccc3NC(=O)c3ccccc3F)nc2s1 | 0.2%
CC(C)C[C@H](NC(=O)OC(C)(C)C)C(=O)N[C@@H](CO)[C@H](O)[C@@H]1C[C@@H]1C(=O)N(C)C | 0.3%
O=C(Cn1cc(COc2ccccc2C(F)(F)F)nn1)c1ccc(O)cc1 | 0.0%
COc1ccccc1NC(=O)CSc1nnnn1-c1ccccc1OC | 0.1%
Cc1cccc(NS(=O)(=O)c2cc3c4c(c2)CCC(=O)N4CCC3)c1 | 0.7%[50 µM]
CCCn1cc(S(=O)(=O)c2ccc(OC)cc2)c(=O)c2cc(OCC)ccc21 | 0.3%
OCC[C@H]1C[C@H](O)[C@@H](O)[C@@]2(OCCCc3ccccc32)O1 | 1.7%
CC(C)(C)c1ccc(-n2ncc3c2CCCC3NC(=O)c2cnccn2)cc1 (stereo not given) | 0.2%

Structural class: those above containing bromine
SMILES | UTI89 phage lysis
CC(=O)Oc1ccc2nc(-c3ccc(Br)o3)oc(=O)c2c1 | -0.8%
O=C(CNC(=O)c1ccccc1)N=Nc1c(O)[nH]c2ccc(Br)cc12 | -1.1%
CC1=C/C(=C(/c2cc(C)c(O)c(Br)c2)c2ccccc2S(=O)(=O)O)C=C(Br)C1=O | -1.2%
Cc1c(C(=O)N2CCCCC2)oc2ccc(Br)cc12 | 2.1%[50 µM]

Continued.
SMILES | UTI89 phage lysis
CCOCCCNC(=O)c1ccc2c(c1)ncn2-c1ccccc1OC | -1.0%[50 µM]
COc1ccc(N2CCN(C(=O)COC(=O)CCOc3ccc(C(C)(C)C)cc3)CC2)cc1 | 0.2%[50 µM]
Cc1ccc2c(NC(=S)NC(=O)c3ccccc3)cccc2n1 | 4.7%[50 µM]
Cc1ccc(S(=O)(=O)NCc2ccccn2)cc1C | 0.2%
COc1cc(/C=C2\SC(=S)N(CCC(=O)N3CCN(C)CC3)C2=O)cc(OC)c1OC | 0.0%
CCCCN(C(=O)c1cc2c(s1)CCCC2)c1c(N)n(CCC)c(=O)[nH]c1=O | 0.3%[50 µM]
[N-]=[N+]=NC(c1ccccc1)c1nc2ccccc2[nH]c1=O (stereo not given) | 0.1%[50 µM]
CC(=O)c1ccc(N2CCN(C(=O)CCS(=O)(=O)c3ccc4c(c3)NC(=O)CS4)CC2)cc1 | 1.2%
CC1CCc2sc3ncnc(N4CCN(C)CC4)c3c2C1 (stereo not given) | -0.1%
CCCCN(CCCNC(=O)c1ccc(CS(=O)(=O)c2ccc(OC)cc2)o1)Cc1ccccc1 | 0.5%
CN(CC(=O)Nc1cccc(F)c1)C(=O)COc1cccc2c1OC(C)(C)C2 | 0.9%[50 µM]
O=C(CSc1nnc(Nc2ccccc2F)s1)NC(=O)CN1CCCC1=O | 0.7%[50 µM]
COc1cccc(-c2nnc(-c3ccc4ccccc4c3)o2)c1 | 1.3%
CC(C)c1ccccc1OCC(=O)Nc1ccc2[nH]ncc2c1 | -1.0%
C=CCC[C@@H](Cc1ccc(F)cc1)C(=O)OC[C@H](Cc1c[nH]c2ccccc12)NC(=O)[C@H](CC=C)CC(=O)N(CCO)Cc1ccccc1 | -0.2%
Cc1ccc(NC2CCCN(C(=O)c3ccccc3-c3ncc[nH]3)C2)cc1C (stereo not given) | 0.0%
Cc1nn(C)c(C)c1CN(C(=O)C1CCC(=O)N(C2CCCCCC2)C1)C(C)C (stereo not given) | 2.3%
COc1ccc(N2C(=O)c3ccccc3NC2c2ccc(NC(C)=O)cc2)c(OC)c1 (stereo not given) | -0.1%
CCCNC(=O)COc1coc(CN2CCN(Cc3ccccc3)CC2)cc1=O | -0.1%
CN(C)c1cccc(C(=O)Nc2cccc(S(=O)(=O)NC3=NCCC3)c2)c1 | 0.5%

The last 6 entries of the part before open the next one.
SMILES | UTI89 phage lysis
C=CCC[C@@H](Cc1ccc(F)cc1)C(=O)OC[C@H](Cc1c[nH]c2ccccc12)NC(=O)[C@H](CC=C)CC(=O)N(CCO)Cc1ccccc1 | -0.2%
Cc1ccc(NC2CCCN(C(=O)c3ccccc3-c3ncc[nH]3)C2)cc1C (stereo not given) | 0.0%
Cc1nn(C)c(C)c1CN(C(=O)C1CCC(=O)N(C2CCCCCC2)C1)C(C)C (stereo not given) | 2.3%
COc1ccc(N2C(=O)c3ccccc3NC2c2ccc(NC(C)=O)cc2)c(OC)c1 (stereo not given) | -0.1%
CCCNC(=O)COc1coc(CN2CCN(Cc3ccccc3)CC2)cc1=O | -0.1%
CN(C)c1cccc(C(=O)Nc2cccc(S(=O)(=O)NC3=NCCC3)c2)c1 | 0.5%
CC(=O)c1ccc(NC(=O)NNS(=O)(=O)c2ccc([N+](=O)[O-])cc2)cc1 | 0.1%
CC(CC(=O)Nc1nnc(CC(C)(C)C)s1)c1ccccc1 (stereo not given) | -1.3%
Cc1cc(NC(=O)CN2C(=O)/C(=C/c3ccccc3F)SC2=S)no1 | 2.0%
Cc1cc(C(=O)N/N=C/c2cccnc2)c2ccccc2n1 | 0.2%
CN(c1ccc(OC(=O)CN2C(=O)NC3(CCCC3)C2=O)cc1)S(=O)(=O)c1ccccc1 | 1.3%[50 µM]
CCN1C(=O)[C@H]2[C@H]3CN=C(SCc4ccc(C)cc4)N3[C@@](Cc3ccccc3)(C(=O)OC)[C@H]2C1=O | 0.2%
O=C(CCCn1c(=O)oc2ccccc21)Nc1ccccc1 | 1.6%[50 µM]
C[C@@H]1[C@@H](Sc2ccccc2)CC(=O)O[C@@H]1c1ccc(-c2ccccc2)cc1 | 0.0%
O=C(Nc1ccccc1F)c1cc(S(=O)(=O)N2CCOCC2)ccc1N1CCOCC1 | -0.5%
COc1ccc(CNC(=O)COC(=O)c2ccc(OCC3CCCO3)cc2)cc1 (stereo not given) | 0.9%[50 µM]
O/N=C(/c1ccc(F)cc1)C1CC1c1c(F)cccc1Cl (stereo not given) | -0.3%
